TIM10 inh: growth inhibitors of isogenic TIM10 control yeast, primary screen, counter-screen for tim10-1 yeast inhibitor project, luminescence, uHTS | S. cerevisiae TIM10 strain growth, BacTiter-Glo luminescence, 24 h | inhibition, % at 10 µM | hit rate 1.4% among 330,000 | AID 463195, 2010;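 active = inhibition of 40% or more at the single tested concentration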;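 also: wild-type TIM10 isogenic control strain grown at permissive 25 °C; 0% = DMSO yeast wells and 100% = minimal medium wells without yeast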
tim23-1 inh: growth inhibitors of tim23-1 mutant yeast, primary screen, luminescence, uHTS. S. cerevisiae tim23-1 growth, BacTiter-Glo luminescence, 24 h. inhibition, % at 20 µM. hit rate 1.3% among 330,000. AID 463212, 2010;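 active = growth inhibition of the mutant yeast at or above 50%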;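 also: temperature-sensitive mutant grown at 25 °C; plate controls were DMSO-treated mutant yeast for no effect and medium wells lacking yeast for full effect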
XBP1 UPR activ: activators of adaptive XBP1 UPR arm, primary screen, cell-based, CHO-XBP1 luciferase reporter, luminescence, uHTS | hit rate 0.33% among 330,000 | AID 463104, 2010 | IRE1-XBP1 UPR activation; percent of tunicamycin response, DMSO as zero | activation, % at 20 µM;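 active = versus positive control, 20 µM dose yields 30% or more activation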;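 also: 100% = tunicamycin at 10 µg/mL and 0% = DMSO only wells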
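Test system: CHO-XBP1 luciferase reporter cells | Buffer or medium: Serum-containing F12 medium, 10% FBS | Schedule: 6 h compound exposure at 37 °C, 5% CO2 | Detection: Steady-Glo luciferase glow luminescence, 10 min after reagent addition | Read-out basis: Activation, % of tunicamycin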
GRIN3A LBD mod: binders of NR3A ligand-binding domain, primary screen, biophysical, differential scanning fluorimetry, uHTS; hit rate 2.5% among 340,000; Glutamate receptor ionotropic, NMDA 3A (GRIN3A) ligand-binding domain; NR3A LBD differential scanning fluorimetry, Tm shift; 0% = protein alone, 100% = glycine-bound protein; Tm shift relative to glycine control, % at 25 µM;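 active = melting temperature shift of at least 10% of the positive control shift, at one fixed dose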
APJ ag: agonists of human apelin receptor APJ, primary screen, CHO-K1 cells, PathHunter beta-arrestin, luminescence | P35414 | 0% DMSO wells, 100% apelin | activation, % at 20 µM | hit rate 0.11% among 330,000;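 active = activation more than six SD over the plate average, tested at 20 µM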;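 also: 0% = DMSO alone and 100% = apelin-13 at 10 nM; some results filed as inactive read as strong as hits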
Target sequence (P35414 whole entry, looked up): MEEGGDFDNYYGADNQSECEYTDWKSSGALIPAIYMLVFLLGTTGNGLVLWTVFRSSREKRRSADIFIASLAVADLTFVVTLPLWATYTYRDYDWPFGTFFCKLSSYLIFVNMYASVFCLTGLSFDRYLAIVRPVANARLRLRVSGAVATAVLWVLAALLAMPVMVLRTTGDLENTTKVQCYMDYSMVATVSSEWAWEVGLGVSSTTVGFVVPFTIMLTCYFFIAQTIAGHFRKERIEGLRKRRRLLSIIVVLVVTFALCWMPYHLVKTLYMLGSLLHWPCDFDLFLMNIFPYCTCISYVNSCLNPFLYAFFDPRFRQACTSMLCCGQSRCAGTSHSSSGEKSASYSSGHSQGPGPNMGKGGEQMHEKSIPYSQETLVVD
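Test system: CHO-K1 APJ beta-arrestin complementation cell line | Compound: Single test compound dose, 20 µM final, 1% DMSO | Incubation: Compound 90 min 25 °C, reagent 1 h | Measured by: beta-gal luminescence | Read-out basis: APJ–arrestin association signal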
NALP3 yeast inh: NALP3 inflammasome inhibitors in reconstituted yeast, primary screen, luminescence, uHTS. Yeast reconstituted NLRP3/ASC/caspase-1, beta-gal luminescence, 24 h. inhibition, % at 10 µM. hit rate 0.39% among 330,000;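 active = inhibition of 50% or more; inactive = inhibition below 50%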;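 also: plate controls were induced DMSO wells for no effect and uninduced yeast grown without galactose for full effect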
tim10-1 inh: growth inhibitors of tim10-1 mutant yeast, primary screen, luminescence, uHTS; S. cerevisiae tim10-1 ts strain growth, BacTiter-Glo, 24 h; inhibition, % at 20 µM; hit rate 2.2% among 330,000; AID 463190, 2010;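 active = inhibition of at least 40%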;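 also: mutant grown at 25 °C; 0% = DMSO wells with yeast and 100% = wells holding no yeast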
Mdm2-MdmX inh: inhibitors of human Mdm2-MdmX association, primary screen, cell-based, luminescence, split luciferase, SaOS-2, uHTS; SaOS-2 split-luciferase Mdm2/MdmX complementation; AID 485346, 2010; Protein Mdm4 (Homo sapiens) + E3 ubiquitin-protein ligase Mdm2 (Homo sapiens), …; hit rate 3% among 330,000; inhibition, % at 8 µM;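 active = inhibition of at least 50% at 8 µM in the primary screen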
CHOP UPR activ: activators of apoptotic CHOP UPR arm, primary screen, cell-based, CHO-CHOP luciferase reporter, luminescence, uHTS | UPR activation; percent of tunicamycin response over DMSO baseline | activation, % at 10 µM | hit rate 0.34% among 330,000 | AID 449763, 2010;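 active = at 10 µM dose, activation of 40% or more, normalized to positive control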;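 also: 100% = tunicamycin at 10 µg/mL and 0% = DMSO alone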
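measured by = luciferase luminescence | assay system = CHO-CHOP cells, stable luciferase reporter of PERK-eIF2a-CHOP signalling | amount = 500 reporter cells seeded per well | timing = 6 h compound exposure at 37 °C after overnight seeding | controls = positive tunicamycin 10 µg/mL, negative DMSO alone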
The depositor's hits bear a star; . = no result given.

structure	TIM10 inh	tim23-1 inh	XBP1 UPR activ	GRIN3A LBD mod	APJ ag	NALP3 yeast inh	tim10-1 inh	Mdm2-MdmX inh	CHOP UPR activ
COc1cc(/C=C/C(=O)OCC(=O)NCCC2=CCCCC2)ccc1O	-7	28	1	1	-4	6	-15	7	-2.6
OCCC1CN(Cc2cc3c(cc2Cl)OCO3)CCN1Cc1ccccc1 (centres undefined)	-16	11	-2	-3	0	19	14	8	0.6
Cc1ccc(OCC(=O)NC2CCS(=O)(=O)C2)c([N+](=O)[O-])n1 (centres undefined)	-6	-7	-1	1	-1	14	0	15	-1.2
O=C(CN1CCSC1=NCc1ccccc1)c1ccc(Cl)cc1	-1	19	-1	2	2	27	24	5	2.4
COc1cc(NS(=O)(=O)c2cc3c(cc2C)NC(=O)CO3)cc(OC)c1	2	3	0	-13	-1	10	5	14	-1.0
C=CCOc1ccc(/C=C/C(=O)OC(C)C(=O)Nc2ccc(NC(C)=O)cc2)cc1 (centres undefined)	5	19	4	0	0	9	5	4	1.8
Cc1ccc(/C(O)=C2\C(=O)C(=O)N(CCN(C)C)C2c2ccccc2F)cc1 (centres undefined)	0	5	1	0	-4	-50	13	25	0.3
CC(=O)CN1Cc2ccccc2/C1=N\C(=O)Nc1ccccc1	-3	0	2	2	-1	12	15	1	1.5
CC(C)N(CCNC(=O)c1oc(=O)c2ccccc2c1-c1ccccc1)Cc1ccco1	4	10	3	0	-3	11	17	6	-1.7
CCN1C(=O)C(CC(=O)Nc2ccc(OC)cc2)N(CCc2ccc(F)cc2)C1=S (centres undefined)	42*	42	-1	5	5	4	38	4	0.8
CCc1cc2ccccc2nc1SCC(=O)Nc1cc(OC)c(OC)cc1C(=O)O	16	17	2	-31	4	18	12	25	4.4
O=C(CN1C(=O)C2CC=CCC2C1=O)Nc1nccs1 (centres undefined)	3	-6	0	-1	-4	-3	1	24	1.7
O=C(Nc1nc2c(F)cc(F)cc2s1)c1ccco1	38	31	1	-5	-3	22	33	-213	3.6
Cc1noc(C)c1S(=O)(=O)N1CCCC(C(=O)NCc2ccccc2Cl)C1 (centres undefined)	-7	-4	-2	0	-2	6	-8	20	2.0
Cc1csc(SCC(=O)Nc2nncs2)n1	-20	5	3	0	-2	11	-7	14	-0.8
O=C(c1cc2c(s1)-c1ccccc1OC2)N1CCN(c2ccccc2)CC1	-5	15	-2	0	-1	16	2	5	1.4
O=C(N/N=C/c1c[nH]c2ccc(Br)cc12)c1ccn(Cc2ccc(Cl)cc2)n1	-18	-3	-3	18*	7	24	11	8	-1.3
CC1(C)CC(=O)C=C(OC(=O)c2ccc(Cl)cc2)C1	14	41	0	2	-2	12	9	15	-0.9
COC(=O)c1ccc2c(c1)N(Cc1nc(-c3ccc(Cl)cc3)oc1C)C(=O)C1CCCN21 (centres undefined)	-12	6	0	-1	-4	6	7	6	1.6
CSc1nc(Oc2ccc(C)cc2)cc(C(F)(F)F)n1	4	8	0	0	-4	2	-9	10	1.1
CCOC(=O)/N=C(/NC(=O)Nc1ccc(C(=O)OCC)cc1)OC	16	-1	0	2	-2	14	-7	-1	-0.7
Cc1cc(C)n(-c2nc3ccccc3n3nnnc23)n1	3	22	1	6	-3	14	34	11	2.2
COc1ccc(C23CC4CC(CC(C(=O)O)(C4)C2)C3)c(F)c1	18	30	-1	0	-2	12	4	-26	0.3
CC1CCC2(CC1)NC(=O)N(CC(=O)Nc1cccnc1Cl)C2=O (centres undefined)	-2	1	0	0	-3	14	-6	20	0.5
COCCCNS(=O)(=O)c1ccc(SC)cc1	6	9	-1	0	-1	13	11	-21	-0.8
CN(C)c1ccc(C=C(c2nnnn2-c2ccccc2)c2nnnn2-c2ccccc2)cc1	1	16	-2	0	-2	16	14	21	1.4
CSc1ccc(/C=C/C(=O)NC23CC4CC(CC(C4)C2)C3)cc1	22	19	3	1	-2	19	22	-67	6.5
CCCCCCn1c(N2CCN(c3cccc(Cl)c3)CC2)nc2c1c(=O)[nH]c(=O)n2C	18	16	14	14*	-3	-6	27	47	-0.6
COc1cc([N+](=O)[O-])cc(/C=N/NC(=O)CSc2nnc(-c3ccccc3)n2C)c1O	13	-4	1	-1	-5	32	1	26	-1.4
CCC(=O)N/N=C(\C)CC(=O)Nc1cc(Cl)ccc1C	3	20	0	1	1	4	14	30	-0.5

Part of the list above in order of molar mass, lowest first.
structure	TIM10 inh	tim23-1 inh	XBP1 UPR activ	GRIN3A LBD mod	APJ ag	NALP3 yeast inh	tim10-1 inh	Mdm2-MdmX inh	CHOP UPR activ
CSc1nc(Oc2ccc(C)cc2)cc(C(F)(F)F)n1	4	8	0	0	-4	2	-9	10	1.1
COc1ccc(C23CC4CC(CC(C(=O)O)(C4)C2)C3)c(F)c1	18	30	-1	0	-2	12	4	-26	0.3
O=C(CN1CCSC1=NCc1ccccc1)c1ccc(Cl)cc1	-1	19	-1	2	2	27	24	5	2.4

Next part.
structure	TIM10 inh	tim23-1 inh	XBP1 UPR activ	GRIN3A LBD mod	APJ ag	NALP3 yeast inh	tim10-1 inh	Mdm2-MdmX inh	CHOP UPR activ
CCCCOC(=O)Nc1nc2ccc(OC)cc2s1	2	-5	-1	-3	0	2	11	-24	3.8
O=C(NC(C(=O)c1ccccc1)N1CCCCC1)c1ccccc1 (centres undefined)	-5	26	-2	1	-3	33	22	-7	0.4
CCN1CCN(C(=O)CCCCCn2c(=O)[nH]c3cc(C(=O)OC)ccc3c2=O)CC1	-7	3	0	0	-5	6	2	10	2.4
CC1=C[C@H]2Cc3cc(C)cc(C)c3S(=O)(=O)[C@@H]2C=C1	-30	-21	2	-1	6	23	-4	25	1.5
CN(c1ccccc1)S(=O)(=O)c1ccc(Cl)c(C(=O)OCC(N)=O)c1	-17	2	-1	-4	1	-11	-6	3	-1.8
CCn1c(O)c(N=NC(=O)C2C(=O)NCC2c2ccccc2)c2ccccc21 (centres undefined)	5	11	2	-8	1	6	3	-17	1.6
CC(C)OC(=O)CN1CCN(S(=O)(=O)c2cc(Cl)ccc2Cl)CC1	5	27	-4	-1	3	22	26	15	0.4
O=C(NCc1ccccc1Cl)C1CCN(S(=O)(=O)N2CCC3(CC2)OCCO3)CC1	-3	-3	-3	-1	0	15	-2	-1	0.5
CCN(CC)S(=O)(=O)c1ccc(N2CCCC2)c(NS(=O)(=O)c2ccc(F)cc2)c1	4	28	-3	-1	-1	0	40*	5	-1.2
O=C(O)c1c2c(nc3ccccc13)/C(=C/c1ccc(O)cc1)CCC2	-2	-1	-2	-1	-3	0	7	-3	-0.9
Cc1nn(-c2ccccc2)c2c1C(=O)N(Cc1ccccc1)C(=O)C(C)(C)C2	3	27	-1	1	-7	11	27	15	-1.4
O=C(COc1ccc2ccccc2c1)N1CCN(C(=O)c2ccc([N+](=O)[O-])cc2)CC1	23	-2	-1	0	-1	-1	27	12	0.5
CCc1cc2c(=O)[nH]c(COC)nc2s1	-16	-4	-3	-2	-1	5	13	5	3.2
COc1cc(/C=N/NC(N)=S)ccc1OCC(=O)Nc1ccc(C)c(C)c1	-1	-13	-1	-7	2	20	-1	9	-0.4
COc1ccc(/C=N/NC(=O)c2ccn[nH]2)cc1COc1ccc(Cl)cc1	22	14	10	10	5	-4	3	-18	3.8
COc1ccc(C)cc1NC(=O)CNC(c1ccccc1)c1ccc(C)cc1 (centres undefined)	7	25	3	0	-4	19	25	47	-0.3
CCOC(=O)c1c(NC(=O)c2nn(CC)cc2Br)c(C#N)cn1-c1ccccc1	29	17	1	-1	2	7	30	30	-0.8
O=C1C2C3c4ccccc4C(c4ccccc43)C2C(=O)N1c1cccc2cccnc12 (centres undefined)	7	22	0	3	-6	6	21	0	-2.8
COc1ccc(S(=O)(=O)N2CCC(C(=O)NCC3CCCCC3)CC2)cc1	6	19	0	-1	-2	-2	8	11	1.6
COc1ccc(CCNC(=O)CCCCC(=O)NCCc2ccc(OC)cc2)cc1	-2	12	-3	-1	0	-2	25	4	1.7
COc1ccc(C2=NOC(C(=O)Nc3c(C)n(C)n(-c4ccccc4)c3=O)C2)cc1 (centres undefined)	-9	17	-1	1	-3	17	1	17	1.1
CCOC(=O)C1CCN(S(=O)(=O)c2ccc(OCC)cc2)CC1	5	31	-1	0	-1	19	14	10	-0.3
Cc1cc(NC(=O)CCC(=O)N(CC(=O)NCC2CCCO2)c2cccc(F)c2)no1 (centres undefined)	9	3	-1	-1	-3	2	-26	4	-1.3
COc1ccc(C2CCCN2C(=S)Nc2ccc(C)cc2C)cc1OC (centres undefined)	-8	23	-2	-3	-3	4	16	19	1.8
Cc1ccc(S(=O)(=O)NCC(=O)OCC(=O)NC(=O)c2cccn2C)cc1	-10	-4	-2	2	2	12	-35	5	-0.5
NCCCC[C@@H]1NC(=O)c2cc([N+](=O)[O-])cc(F)c2NCCCC[C@@H](C(N)=O)NC(=O)CNC1=O	2	4	-1	1	8	9	0	11	-0.6
COc1ccccc1-c1ccc(SCc2cccc(F)c2)nn1	27	-2	2	1	-1	34	23	-65	1.6
CCOc1ccccc1NC(=O)NCc1ccco1	-3	3	1	1	-3	0	10	-2	-0.9
COc1cccc(-c2c(C(=O)N/N=C(\C)c3cccs3)nnn2-c2nonc2N)c1	-5	-3	-4	-2	0	-4	-13	27	-1.7
Cc1cc(C)c(Cn2ncn(-c3ccc(Br)cc3)c2=O)c(C)c1	-22	-3	0	2	-4	22	-15	5	-2.3
COc1ccc(N(CC(=O)Nc2cccc(C)c2)S(=O)(=O)c2c(C)n[nH]c2C)cc1	5	5	-3	-6	3	18	10	6	-2.9
CC(C)C(NC(=O)c1ccccc1F)C(=O)NCc1ccc(S(=O)(=O)N2CCOCC2)cc1 (centres undefined)	-4	-4	-1	0	-4	-1	-13	-3	0.3
Cn1c(Oc2ccccc2)c(C=O)c2ccccc21	27	15	-4	1	-3	-12	18	24	1.1
O=[N+]([O-])c1ccc(C(O)CN2CCN(C/C=C/c3ccccc3)CC2)cc1 (centres undefined)	-99	-135	-2	.	-6	16	-87	-1	1.9
CC(NS(=O)(=O)c1ccc(OCC(=O)NCc2ccncc2)cc1)c1ccccc1 (centres undefined)	0	-4	-3	0	-2	-3	-14	-19	1.9

Assay outcomes (PubChem)
